SUMO1 PPI mod: modulators of SUMO1 protein-protein interactions, primary screen, biochemical, uHTS; 360,000 compounds, 0.33% hits; Small ubiquitin-related modifier 1 (Homo sapiens), P63165; inhibition, % at 20 µM; SUMO1 binding to a labelled peptide, TR-FRET, 1 h; in the data active = inhibition above about 37%
Scp1 inh: Scp-1 phosphatase inhibitors, primary screen, biochemical, colorimetric, uHTS | Carboxy-terminal domain RNA polymerase II polypeptide A small phosphatase 1 (Homo … | Recombinant Scp1, phosphopeptide, malachite green phosphate absorbance | inhibition, % at 20 µM | 340,000 compounds, 0.88% hits;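 active = inhibition above about 50% at 20 µM, limit read from the data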;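 note: plate controls were DMSO wells with enzyme for no effect and wells lacking enzyme for full effect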
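assay system = SCP-1 phosphatase catalytic domain, residues 76-261 | buffer or medium = 50 mM Tris acetate pH 5.5, 0.005% Tween-20, 10 mM MgCl2 | incubation = enzyme reaction 45 min at room temperature, colour 5 min, stabilisation 30 min | signal = Phosphate-binding colour reagent, absorbance read at 630 nm | measure = % inhibition at 20 µM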
NadD inh: inhibitors of S. aureus NadD, primary screen, biochemical, colorimetric, uHTS. Nicotinate-nucleotide adenylyltransferase NadD (Staphylococcus aureus N315). purified NadD enzyme, colorimetric absorbance read-out. inhibition, % at 20 µM. 360,000 compounds, 0.78% hits. AID 602399, 2012; in the data active = inhibition above about 26%; note: some compounds past the cut are filed as inactive
Rin1 Abl inh: inhibitors of Rin1-Abl protein binding, primary screen, biochemical, TR-FRET | Tyrosine-protein kinase ABL1 (Homo sapiens) + Ras and Rab interactor 1 (Homo sapiens), … | inhibition, % at 7.35 µM | 360,000 compounds, 0.4% hits; in the data active = inhibition above about 5%, passing the limit was not always enough
Rpn11 block: Rpn11 (PSMD14) deubiquitinase inhibitors, primary screen, biochemical, fluorescence polarization, uHTS; calls only at 20 µM; 360,000 compounds, 0.59% hits; AID 588493, 2011; human 26S proteasome, Ub4-pepOG fluorescence polarization; 20S core pre-blocked with epoxomicin; 26S proteasome non-ATPase regulatory subunit 14 (Homo sapiens), O00487;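 active = inhibition at 20 µM, scaled to each plate's controls, above about 33%, limit read from the data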
Neddyl block: inhibitors of cullin neddylation, primary screen, biochemical, TR-FRET, uHTS, NAE and Ubc12; 360,000 compounds, 0.58% hits; calls only at 25 µM; AID 651699, 2012; NEDD8-conjugating enzyme Ubc12 (Homo sapiens) + NEDD8-activating enzyme E1 regulatory …; in the data active = inhibition above about 36%
CSN deneddyl inh: inhibitors of CSN-mediated cullin deneddylation, primary screen, biochemical, fluorescence polarization, uHTS; COP9 signalosome complex subunit 5 (Homo sapiens), Q92905; Purified CSN, SCF-Nedd8-OG deneddylation; inhibition, % at 12.5 µM; 360,000 compounds, 0.38% hits;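 active = pattern-corrected inhibition above about 35%, with an unprinted fluorescence ratio check between 0.5 and 1.5, limit read from the data, passing the limit was not always enough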;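 note: 0% = enzyme with substrate and 100% = substrate without enzyme; some results filed as inactive read as strong as hits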
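Assay system: HEK293T-derived human Csn5 enzyme; quantity: 0.24 nM enzyme; medium: Tris/NaCl/DTT buffer, pH 7.5; also added: substrate SCFSkp2-Nedd8OG, 10 nM; doses: 12.5 µM compound; schedule: 90 min reaction at room temperature; signal: FP; read-out: % inhibition of substrate cleavage by Csn5; benchmarks: substrate-only high control, full reaction low control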
LMPTP inh: LMPTP phosphatase inhibitors, primary screen, biochemical, fluorescence intensity, uHTS; recombinant LMPTP-A, OMFP fluorogenic substrate; inhibition, % at 20 µM; 360,000 compounds, 0.22% hits;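 active = compounds that cut the enzyme signal by at least half of the control window in the single-dose screen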;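 note: plate controls were DMSO wells with enzyme plus substrate for no effect and substrate without enzyme for full effect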
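Test system – LMPTP-A enzyme · Amount – LMPTP-A at 0.625 nM final in the reaction · Buffer or medium – Bis-Tris pH 6.0, DTT, detergent · Reagent – OMFP 400 µM · Doses – single 20 µM dose · Schedule – reaction 50 min, room temperature, dark · Detection – fluorescence intensity of OMFP turnover product · Evaluation – percent inhibition versus substrate-only and uninhibited controls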
STEP inh: STEP phosphatase inhibitors, primary screen, biochemical, fluorescence intensity, uHTS; AID 588621, 2011; Tyrosine-protein phosphatase non-receptor type 5 (Homo sapiens), P54829; inhibition, % at 20 µM; recombinant STEP, OMFP fluorogenic substrate; 360,000 compounds, 0.25% hits;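 active = inhibition at 20 µM, scaled per plate between control wells, above about 37%, limit read from the data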;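 note: 0% = DMSO with enzyme and substrate and 100% = substrate only without enzyme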
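Assay system: isolated STEP enzyme / Timing: 20 min at room temperature, dark / Doses: 20 µM, 1% DMSO / Technique: fluorescence intensity, excitation 480 nm, emission 540 nm / Reagent: fluorogenic phosphatase substrate OMFP at 25 µM final / Measure: percent inhibition scaled to no-enzyme and uninhibited-enzyme controls, plate-pattern corrected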
DNMT1 block: human DNMT1 methyltransferase inhibitors, primary screen, biochemical, molecular beacon, fluorescence, HinP1I cleavage, uHTS. DNA (cytosine-5)-methyltransferase 1 (Homo sapiens), P26358. inhibition (reported as % activation of signal), % at 10 µM. 360,000 compounds, 0.83% hits; in the data active = inhibition above about 50%
Active calls of the source: *; i = inactive; . = not tested or not shown; + = active, no number; & = joins results of further samples. Hits appear at their usual frequency; about 3.8% have a hit in one of these screens.

Second line of a record – SUMO1 PPI mod	STEP inh	DNMT1 block	Rin1 Abl inh	Neddyl block	NadD inh	Rpn11 block	CSN deneddyl inh	Scp1 inh	LMPTP inh
Nn1c(SCC(=O)Nc2nccs2)nnc1C1CC1
→ 3	-2	-2	0	i	0	i	-1	13	-0.5
Cc1cccc(C)c1-n1nnnc1C1(C)CCC(=O)N1C1CC1 (configuration not stated)
→ 2	.	.	.	i	-4	.	-5	.	0.1
CCOc1ccc(S(=O)(=O)n2cc(-c3ccc(F)cc3)c(N)n2)cc1
→ 1	3	-6	-2	i	-2	i	0	-1	0.7
CCOc1cc(/C=N/Nc2nc(N3CCCC3)nc(N3CCCC3)n2)ccc1O
→ 5	2	-3	2	i	7	i	0	-10	-0.1
CCC(C)Sc1cc(-c2nc3cc(C)ccn3c2NC2CCCCC2)ccc1OC (configuration not stated)
→ 0&3	1	-10	2	.	9&13	+	29&11	11	15&11
COCc1c(C(=O)N/N=C\c2ccccn2)nnn1-c1nonc1N
→ -9	-1	2	-1	i	-4	i	0	1	-0.4
COc1ccc(CCNC(=O)c2cc3ccc(Cl)cc3nc2N)cc1
→ -4	.	.	.	i	2	.	3	.	18
Cn1c(C2CCCCC2)nc2cc(N)ccc21
→ -5	-2	-2	0	i	6	i	1	-8	1.1
O=C(O)C(c1ccccc1)N1C(=O)/C(=C\c2ccc(O)c(O)c2)SC1=S (configuration not stated)
→ -13	11	9	1	i	-3	+	129	31	5.4
CC(C)(C)C(=O)NCCN1C(=O)S/C(=C\c2ccc([N+](=O)[O-])cc2)C1=O
→ -26	0	-4	-3	i	3	i	0	-9	0.9
Cc1cc(NC(=O)CN2C(=O)NC(C)(c3ccc(OC(F)F)cc3)C2=O)no1 (configuration not stated)
→ 10	-4	-3	0	i	-4	i	-1	-14	-0.3
CCC(c1nnnn1C1CCCC1)N(Cc1cccs1)Cc1cc2cc(C)ccc2[nH]c1=O (configuration not stated)
→ -4	2	-11	2	i	9	i	3	8	-0.5
Cn1nc(-c2ccc(OCC(=O)Nc3ccccc3)cc2)c2ccccc2c1=O
→ -4	3	-4	0	i	-4	i	6	-13	-0.4
O=C(NC(=S)N1CCN(Cc2ccc3c(c2)OCO3)CC1)c1ccc(Cl)cc1
→ 6	0	1	-2	i	2	i	-5	-13	-2.1
O=C(NCC1CCCCC1)c1ccccc1[N+](=O)[O-]
→ -11	0	9	0	i	-1	i	0	-2	-2.4
CCOC(=O)CSc1nc2ccccc2c(=O)n1CCC(=O)NCCc1ccc(OC)c(OC)c1
→ 13	18	0	3	i	-4	i	2	-7	-0.6
COc1ccc(/C=C/C(=O)Nc2sc3c(c2C(=O)NCc2cccnc2)CCCC3)cc1
→ -4	4	-14	-5	i	19	i	0	11	7.4
Cc1ccc2sc(NNC(=O)c3ccc4c(c3)OCCO4)nc2c1C
→ 1	1	-3	5	i	11	i	6	9	-0.6
Cn1cc(CNC(=O)COc2ccc(Cl)cc2Cl)cn1
→ 2	0	0	1	i	-4	i	-1	-1	-1.6
Cc1sc(NC(=S)NC(=O)c2cccs2)nc1-c1ccc(C(C)C)cc1
→ -2	0	20	0	i	11	i	-2	-9	1.7
CCOc1ccc(NC(=O)CS(=O)(=O)c2cn(CC)c3ccccc23)cc1
→ -2	2	-1	-3	i	7	i	0	-5	1.5
Cc1nnn(C23CC4CC(CC(CC(=O)Nc5ccc(C)c(C)c5)(C4)C2)C3)n1
→ 0	6	-5	1	i	-2	i	4	-7	0.2
N#C/C(=C\Nc1ccccn1)S(=O)(=O)c1ccc(Cl)cc1
→ -4	0	0	4	i	1	i	6	-3	0.9
O=C(C1CC1)N1CCc2cc(S(=O)(=O)N3CCCc4ccccc43)ccc21
→ -1	1	-9	-6	i	-5	i	-2	-16	2.6
COCCOCC(=O)Nc1ccc(S(=O)(=O)Nc2cc(C)nc(C)n2)cc1
→ 3	0	2	1	i	2	i	3	-2	-0.7
O=C(C1CCN(c2nnc(-n3cccc3)s2)CC1)N1CCc2ccccc2C1
→ 11	0	-5	3	i	10	i	3	0	5.0
CCN(CC)C(=O)c1cccc(NC(=O)C2=COCCO2)c1
→ 3	-2	3	0	i	4	i	3	-2	-1.1
Cc1ccccc1N=Nc1c(O)n(C)c2ccccc12
→ -24	-5	-3	-2	i	-5	i	4	1	-1.3
O[C@@H]1C2CCCC1[C@]1(O)CCCCC1C2 (some centres not stated)
→ 3	-2	0	1	i	4	i	3	-3	-0.8
COc1ccccc1C1CCN(C(=S)Nc2ccc(Br)cc2)CC1
→ 6	3	2	-6	i	6	i	6	-17	3.5
O=C(Nc1c(C(=O)N2CCOCC2)oc2ccccc12)c1ccccc1Cl
→ 2	0	-1	4	i	-4	i	-2	7	-1.4
Cc1ccc(-c2n[nH]c(=S)c3ccccc23)cc1S(=O)(=O)NCC1CCCO1 (configuration not stated)
→ -19	-1	-1	-2	i	5	i	2	-5	-2.7
O=C1CCc2ccccc2O1
→ 3	-5	-1	0	i	0	i	-4	1	-1.7
CNC(=O)C1(C)Cc2c(-c3ccc(NC(C)=O)cc3)ccnc2O1 (configuration not stated)
→ 3	0	3	-3	i	6	i	0	.	-1.0
Cc1oc2cc(O)cc(C)c2c(=O)c1-c1cnn(-c2ccccc2)c1
→ 12	0	-6	-1	i	6	i	-3	-14	3.9
C=CCN1CCN(c2ccncc2S(=O)(=O)N2CCCCC2)CC1
→ -1	0	0	-4	i	-5	i	0	6	-0.8
CCNc1nc(NCC)n2c(SCC(=O)Nc3cc(Cl)ccc3OC)nnc2n1
→ 29	3	13	-3	i	2	i	0	36	1.2
CCc1cc2c(=O)c(-c3ccc4c(c3)OCO4)coc2c(CN(C)C)c1O
→ 0	3	-1	1	.	0	i	-1	-4	1.5
COC(=O)CN1C(CN2CCOCC2)=Nc2ccc(Br)cc2C1c1ccccc1 (configuration not stated)
→ 0	0	1	-1	i	-8	i	6	-3	-0.2
Cn1c(Cn2c(=O)sc3ccccc32)nnc1SCC(=O)Nc1ccc(Cl)cc1
→ -3	-1	-2	-2	i	3	i	-3	-7	0.6
COc1cc(/C=C/c2ccc3cccc(O)c3n2)c(Br)cc1O
→ 1	-3	-8	-1	i	28*	+	13	.	2.4
COc1ccc(-n2c(SCC(=O)N3CCCCC3C)nnc2-c2cccnc2)cc1 (configuration not stated)
→ 0	0	2	6	i	-1	i	0	-5	-0.6
CC(Oc1cccc(Cl)c1)C(=O)Nc1cc(S(=O)(=O)N2CCOCC2)ccc1N1CCCC1 (configuration not stated)
→ -3	-1	-3	-1	i	-4	i	-2	-6	-0.2
CC1(Cc2ccccc2Cl)C(=O)Nc2cc(-c3ccccc3Cl)ccc21 (configuration not stated)
→ 7	1	-6	0	i	-3	i	2	.	4.6
Clc1ccc(C2CC(c3cccs3)n3ncnc3N2)c(Cl)c1 (configuration not stated)
→ -1	-1	3	-4	i	3	i	-3	7	-1.4
S=C1Cc2ccccc2N1
→ 77*	21	83*	0	i	31*	i	39*	-7	48
O=C(O)COc1ccc(S(=O)(=O)c2ccc(OCC(=O)O)cc2)cc1
→ 1	-1	3	3	i	6	i	4	-9	-1.9
CCc1ccc(N2CC(C(=O)OCC(=O)Nc3ccc([N+](=O)[O-])cc3)CC2=O)cc1 (configuration not stated)
→ -28	1	-3	0	i	-9	i	-2	-10	-0.4
CN1CCN(C2CN(Cc3cn(Cc4ccc(Cl)cc4)nn3)S(=O)(=O)C2)CC1 (configuration not stated)
→ 0	.	.	.	i	-3	.	-2	.	-2.2
COc1cccc(-c2cnc3c(NC=O)cc(-c4ccccc4)cn23)c1
→ 1	2	-7	-1	i	5	i	-1	.	3.3
O=C(C(=O)N1CCN(c2ccccc2)CC1)c1cccc(Br)c1
→ 2	.	.	.	i	.	.	-6	.	0.4
Cc1nn(C)c(C(=O)NNC(=S)NC2CCCCC2)c1Cl
→ 4	5	-1	-7	i	5	i	0	-7	-0.2

Full records as entered above.
Record of `Cc1nn(C)c(C(=O)NNC(=S)NC2CCCCC2)c1Cl` = SUMO1 PPI mod: 4; STEP inh: 5; DNMT1 block: -1; Rin1 Abl inh: -7; Neddyl block: i; NadD inh: 5; Rpn11 block: i; CSN deneddyl inh: 0; Scp1 inh: -7; LMPTP inh: -0.2
Record of `CN1CCN(C2CN(Cc3cn(Cc4ccc(Cl)cc4)nn3)S(=O)(=O)C2)CC1` (configuration not stated) = SUMO1 PPI mod: 0; STEP inh: .; DNMT1 block: .; Rin1 Abl inh: .; Neddyl block: i; NadD inh: -3; Rpn11 block: .; CSN deneddyl inh: -2; Scp1 inh: .; LMPTP inh: -2.2

Bioassay records deposited in PubChem by several laboratories.
